# Assay outcomes (PubChem)
# BoNT-F LC inh – BoNT F light chain protease inhibition; Multiplex microsphere protease cleavage assay, flow cytometry; inhibition, % at 10 µM; 0.22% of 360,000 active; AID 588497; in the data active means inhibition above about 35%, passing the limit was not always enough; inconclusive means no clear call, values can overlap the other calls; further: plate controls were buffer without enzyme for full effect and enzyme alone for no effect
# GDH-TPI inh – GDH-TPI coupled enzyme inhibition counter-screen; GDH-TPI coupled enzyme counterscreen, NADH absorbance; inhibition, % at 4.8 µM; 1.2% of 360,000 active; in the data active means inhibition above about 30%;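 further: 0% = DMSO wells and 100% = wells lacking the enzyme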
# MazF activator – activators of E. coli MazEF toxin-antitoxin RNase; P0AE70; FAM/BHQ RNA-DNA oligo cleavage fluorescence, 5 h; activation, % at 20 µM; 0.32% of 350,000 active; AID 504720; in the data active means activation above about 50%
# Target sequence (P0AE70 whole entry, looked up): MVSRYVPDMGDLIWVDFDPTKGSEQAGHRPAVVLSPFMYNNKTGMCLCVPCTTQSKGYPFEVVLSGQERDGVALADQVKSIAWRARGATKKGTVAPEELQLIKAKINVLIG
# FBA Mtb inh – Mtb fructose-bisphosphate aldolase inhibition; AID 588726; inhibition, % at 1 µM; P9WQA3; 2.3% of 360,000 active; purified M. tuberculosis FBA, fluorescence read-out; in the data active means inhibition above about 27%;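 further: 0% = vehicle and 100% = reference inhibitor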
# Rv3671c inh – inhibits the M. tuberculosis serine protease Rv3671c. P9WHR9. inhibition, % at 5.96 µM. 0.048% of 320,000 active; in the data active means inhibition above about 38%;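 further: extracellular domain of Rv3671c used as enzyme; 0% = enzyme with DMSO and 100% = no enzyme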
# Target sequence (P9WHR9 whole entry, looked up, the tested form may be a part): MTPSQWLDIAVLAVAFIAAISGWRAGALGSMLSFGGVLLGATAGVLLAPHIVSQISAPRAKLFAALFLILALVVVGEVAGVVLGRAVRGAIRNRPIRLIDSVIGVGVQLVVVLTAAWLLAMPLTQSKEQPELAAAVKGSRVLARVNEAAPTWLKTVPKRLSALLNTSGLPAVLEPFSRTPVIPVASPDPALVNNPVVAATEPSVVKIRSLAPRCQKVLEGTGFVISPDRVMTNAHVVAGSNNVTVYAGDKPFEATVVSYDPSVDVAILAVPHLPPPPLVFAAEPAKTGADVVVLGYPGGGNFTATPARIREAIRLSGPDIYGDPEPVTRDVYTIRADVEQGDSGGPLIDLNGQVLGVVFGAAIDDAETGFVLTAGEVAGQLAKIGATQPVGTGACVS
# PrPC surface inh – reduces human prion protein on the cell surface. P04156. cell surface PrPC, TR-FRET read-out. inhibition, % at 13.8 µM. 0.43% of 370,000 active. AID 720596; in the data active means inhibition above about 24%; further: 0% = median of the test wells and 100% = reference compound wells
# FadD28 FP inh – M. tuberculosis FadD28 bisubstrate binding inhibition | FadD28 bisubstrate probe binding, fluorescence polarization | inhibition, % at 12.5 µM | 0.22% of 360,000 active | AID 588549; in the data active means inhibition above about 8.5%, passing the limit was not always enough; inconclusive means no clear call, values can overlap the other calls
# Mtb BioA inh – BioA (M. tuberculosis) enzyme inhibition. purified M. tuberculosis BioA enzyme, plate reader. 0.096% of 360,000 active. inhibition, % at 9.99 µM; in the data active means inhibition above about 40%; inconclusive means no clear call, values can overlap the other calls
# UGM FP inh – inhibitors of M. tuberculosis UDP-galactopyranose mutase. inhibition, % at 10 µM. 0.06% of 320,000 active. purified UGM, fluorescence polarization probe displacement. P9WIQ1; in the data active means inhibition above about 10%, passing the limit was not always enough; inconclusive means no clear call, values can overlap the other calls
# Target sequence (P9WIQ1 whole entry, looked up): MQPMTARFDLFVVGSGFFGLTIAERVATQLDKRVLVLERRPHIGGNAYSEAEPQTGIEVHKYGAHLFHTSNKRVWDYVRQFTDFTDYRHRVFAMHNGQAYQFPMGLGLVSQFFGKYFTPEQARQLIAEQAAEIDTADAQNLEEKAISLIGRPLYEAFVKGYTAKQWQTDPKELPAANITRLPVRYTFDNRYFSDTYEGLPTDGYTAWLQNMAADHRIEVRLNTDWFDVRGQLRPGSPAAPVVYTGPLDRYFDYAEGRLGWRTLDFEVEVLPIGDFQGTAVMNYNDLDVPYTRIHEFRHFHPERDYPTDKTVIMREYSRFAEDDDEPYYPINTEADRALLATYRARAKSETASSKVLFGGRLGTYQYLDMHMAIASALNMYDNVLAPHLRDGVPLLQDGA
# Numbers without * were called inactive; ? = inconclusive; nt = not tested or not shown; & = joins results of further samples.
(1) CCC(C)Nc1nc2c(c(=O)[nH]c(=O)n2C)n1CCOc1ccccc1 (stereo unspecified)
(2) COc1ccc(/C=C2\C(=O)ON=C2c2ccccc2)cc1
(3) O=C(Nc1nnc([C@H]2C[C@H](O)[C@@H](CO)O2)s1)Nc1ccccc1C(F)(F)F
(4) COc1ccc(NC(=O)C(NC(=O)c2ccc(C)cc2)c2ccccc2)cc1 (stereo unspecified)
(5) Cc1ccc(/C=N/N2C(=S)SC(C)(C)C2N(O)C(=O)Nc2ccc([N+](=O)[O-])cc2)cc1 (stereo unspecified)
(6) COc1cccc(-n2c(SCC(=O)NCc3cccs3)nc3ccccc3c2=O)c1

Assay by compound	1	2	3	4	5	6
BoNT-F LC inh	-9	-2	-7	?	-10	-2
GDH-TPI inh	1	-9	4	0	21	-3
MazF activator	10	8	nt	11	4	4
FBA Mtb inh	0	0	3	-1	-1	1
Rv3671c inh	0	-5	nt	10	-26	4
PrPC surface inh	14	7	-1	11	-5	-2
FadD28 FP inh	nt	1.9	1.4	-0.8	-1.0	-4.2
Mtb BioA inh	-0.1	0.5	-0.9	-1.2	-0.9	nt
UGM FP inh	5.3	2.0	nt	-3.0	-1.7	-0.1

# The last 4 entries of the part before lead into the next.
(3) O=C(Nc1nnc([C@H]2C[C@H](O)[C@@H](CO)O2)s1)Nc1ccccc1C(F)(F)F
(4) COc1ccc(NC(=O)C(NC(=O)c2ccc(C)cc2)c2ccccc2)cc1 (stereo unspecified)
(5) Cc1ccc(/C=N/N2C(=S)SC(C)(C)C2N(O)C(=O)Nc2ccc([N+](=O)[O-])cc2)cc1 (stereo unspecified)
(6) COc1cccc(-n2c(SCC(=O)NCc3cccs3)nc3ccccc3c2=O)c1
(7) CCOc1ccc(CC(=N)C2=C(O)CC(C)(C)CC2=O)cc1OCC
(8) Cc1ccc(S(=O)(=O)N(C)Cc2nc(-c3ccncc3)no2)cc1
(9) Cc1csc(NC(=O)CSc2nnc(CCNC(=O)c3cccs3)n2C)n1
(10) O=C(O)CCS(=O)(=O)c1ccc(-c2ccccc2)cc1
(11) CC(=O)c1ccccc1OC(=O)CCN1C(=O)c2ccccc2C1=O
(12) CN(CC(=O)Nc1ccccc1Cl)C(=O)COC(=O)CNC(=O)c1ccc(Br)o1

Assay by compound	3	4	5	6	7	8	9	10	11	12
BoNT-F LC inh	-7	?	-10	-2	-6	4	5	1	-3	-7
GDH-TPI inh	4	0	21	-3	3	-4	2	7	7	6
MazF activator	nt	11	4	4	2	0	3	-7	2	3
FBA Mtb inh	3	-1	-1	1	0	-1	1	4	2	4
Rv3671c inh	nt	10	-26	4	-6	-6	0	0	6	15
PrPC surface inh	-1	11	-5	-2	-5	-1	-6	5	8	-3
FadD28 FP inh	1.4	-0.8	-1.0	-4.2	-2.3	-3.0	-0.4	-2.4	-1.5	-0.2
Mtb BioA inh	-0.9	-1.2	-0.9	nt	0.8	6.5	-1.2	nt	nt	0.1
UGM FP inh	nt	-3.0	-1.7	-0.1	nt	-1.9	-0.5	0.6	3.7	1.5

(13) CCC(CO)Oc1cc(NC(=O)c2ccc(N)cc2)c2ncn(C(C)C)c2c1 (stereo unspecified)
(14) Cc1n[nH]c(C)c1CCCCOc1ccc([N+](=O)[O-])cc1
(15) CN1C(=O)[C@H]2[C@@H](/C=C/c3ccccc3)N3C(=O)CN(Cc4ccc(-c5ccccc5)cc4)C(=O)[C@@]3(C)[C@H]2C1=O
(16) Cc1ccc2c(c1)N(C(=O)CCC(=O)N1CCOCC1)CC(C)O2 (stereo unspecified)
(17) CCC(C)NCCOCCOc1ccccc1-c1ccccc1 (stereo unspecified)
(18) O=C(Nc1cccc(O)c1)C1CC(c2c(F)cccc2Cl)=NO1 (stereo unspecified)

Assay by compound	13	14	15	16	17	18
BoNT-F LC inh	6	-2	5	-10	-5	?
GDH-TPI inh	17	9	13	7	4	-1
MazF activator	8	6	-5	1	7	10
FBA Mtb inh	3	-3	0	1	11	3
Rv3671c inh	-1	0	-6	-4	13	0
PrPC surface inh	-5	-11	-8	-10	-2	-1
FadD28 FP inh	0.9	-1.9	-1.7	-0.2	-0.6	0.8
Mtb BioA inh	7.7&-0.9	1.7	-0.9	-0.2	nt	4.8
UGM FP inh	-2.5	1.0	1.6	1.8	2.7	0.0

(19) Cc1ccc(S(=O)(=O)NCCc2ccncc2)cc1[N+](=O)[O-]
(20) CCCNC(=O)C(Cc1ccccc1)NS(=O)(=O)c1cccc2nsnc12 (stereo unspecified)
(21) CCN(CC(=O)Nc1ccc(NC(C)=O)cc1)C(=O)/C=C/c1ccco1
(22) COc1ccc(C(c2nnnn2Cc2ccccc2)N2CCN(C/C=C/c3ccccc3)CC2)cc1 (stereo unspecified)
(23) Cc1ccccc1-c1nc(CS(=O)(=O)CC(=O)NC(C)c2ccccc2)c(C)o1 (stereo unspecified)
(24) CCOC(=O)c1ccc(NC(=O)CSc2nc(N)c(NC(=O)c3ccc(Br)o3)c(=O)[nH]2)cc1

Assay by compound	19	20	21	22	23	24
BoNT-F LC inh	16	-8	-3	-4	0	-4
GDH-TPI inh	0	6	11	nt	8	3
MazF activator	4	2	-2	nt	4	2
FBA Mtb inh	3	2	-2	6	-1	-2
Rv3671c inh	-4	-2	-1	nt	5	-29
PrPC surface inh	-5	-53	-6	-7	0	1
FadD28 FP inh	0.4	-3.2	-1.6	-1.2	-0.4	-2.0
Mtb BioA inh	0.0	-1.5	-0.7	-1.0	3.0	0.6
UGM FP inh	2.4	-2.2	-0.8	nt	-1.6	2.6

(25) CC(=O)OC1CC(OC2C(O)CC(OC3C(O)CC(OC4CCC5(C)C(CCC6C5CC(O)C5(C)C(C7=CC(=O)OC7)CCC65O)C4)OC3C)OC2C)OC(C)C1OC1OC(CO)C(O)C(O)C1O (stereo unspecified)
(26) CCCC(=O)Nc1ccc(C(=O)NNC(=S)NC(=O)c2ccc(Br)o2)cc1
(27) CCN(C(=O)/C=C/c1ccc(OC)cc1)C1CCCCC1
(28) CC(=O)Nc1cccc(NC(=O)CS(=O)(=O)c2cn(CC(=O)N(C(C)C)C(C)C)c3ccccc23)c1
(29) CCOC(=O)C1=C(N)n2c(s/c(=C\c3cccnc3)c2=O)=C(C#N)C1c1cccnc1 (stereo unspecified)
(30) CCOC(=O)c1c(-c2ccc(C)cc2)csc1NC(=O)CCSc1nnc2ccccn12

Assay by compound	25	26	27	28	29	30
BoNT-F LC inh	0	12	?	4	-1	4
GDH-TPI inh	-2	24	11	0	-3	1
MazF activator	1	11	0	-1	11	-8
FBA Mtb inh	-2	5	-1	2	1	4
Rv3671c inh	nt	-4	-1	-6	nt	-3
PrPC surface inh	1	32*	0	0	3	-3
FadD28 FP inh	-3.1	2.5	-2.3	-3.4	-2.0	-3.3
Mtb BioA inh	-0.1	nt	3.5	-1.8	nt	-1.6
UGM FP inh	nt	2.7	-1.3	-1.0	nt	3.3

(31) CC(C)(CO)NCc1ccccc1OCC(=O)Nc1ccccc1
(32) COc1ccc(-c2nc3ccc(Br)cn3c2Cc2ccccc2C(F)(F)F)cc1OC
(33) O=C(O)c1ccccc1CSc1nc2ccccc2[nH]1
(34) Cc1cc(C)c(C(=O)C(C)OC(=O)Cc2n[nH]c(=O)c3ccccc23)cc1C (stereo unspecified)
(35) CCOC(=O)N1CCN(C(=S)NC(=O)c2c(-c3c(Cl)cccc3Cl)noc2C)CC1
(36) CC(=O)c1ccc(OCC(=O)NCC(c2ccco2)N2CCCCC2)cc1 (stereo unspecified)

Assay by compound	31	32	33	34	35	36
BoNT-F LC inh	-8	7	-9	-4	0	-4
GDH-TPI inh	4	nt	1	2	4	-6
MazF activator	0	nt	0	-4	-5	16
FBA Mtb inh	1	4	1	-2	1	-2
Rv3671c inh	-5	nt	-9	5	4	1
PrPC surface inh	5	24	5	4	4	0
FadD28 FP inh	-3.1	0.8	1.9	-6.3	-0.5	-3.4
Mtb BioA inh	0.7	-1.5	-1.5	0.7	nt	nt
UGM FP inh	-0.9	nt	-0.6	0.1	0.3	-0.8

# Entries by screen from above.
# Rv3671c inh for entries 31 to 36: -5, nt, -9, 5, 4, 1
# BoNT-F LC inh for entries 31 to 36: -8, 7, -9, -4, 0, -4
# MazF activator for entries 31 to 36: 0, nt, 0, -4, -5, 16

# Remaining list, next part:
(37) O=C(NCC1CCN(c2ccc(S(=O)(=O)N3CCOCC3)cc2)CC1)c1cccc(Cl)c1
(38) CCOc1cccc(SCc2noc(C(=O)NCCOC)c2C(=O)O)c1
(39) Cc1cccc(Cn2c(SCCN3CCOCC3)nc3c2c(=O)n(C)c(=O)n3C)c1
(40) CCOc1ccc2nc(NC(=O)CN3CCOCC3)sc2c1
(41) CCOc1cccc2cc(C(=O)OCC(=O)Nc3c(C)cccc3CC)c(=O)oc12
(42) COC(=O)N/N=C\c1c(C)nn(-c2ccccc2)c1Cl

Assay by compound	37	38	39	40	41	42
BoNT-F LC inh	18	-8	-10	-7	22	1
GDH-TPI inh	8	8	-11	4	12	-4
MazF activator	3	2	7	-17	6	-1
FBA Mtb inh	0	0	0	-1	1	0
Rv3671c inh	5	-8	-1	4	nt	3
PrPC surface inh	-1	8	9	9	4	2
FadD28 FP inh	0.3	-5.7	-0.3	-1.2	-2.5	-1.1
Mtb BioA inh	-1.2	0.4	-0.1	-2.1	0.0	nt
UGM FP inh	-1.9	-0.1	-1.5	-2.0	nt	1.2

(43) COCCNc1nc(N)c([N+](=O)[O-])c(NCC2CCCO2)n1 (stereo unspecified)
(44) COc1ccc(N2C(=O)C3CCCN3C2=S)cc1 (stereo unspecified)
(45) COc1ccccc1NC(=O)C(C)OC(=O)C1COc2ccccc2O1 (stereo unspecified)
(46) CCCCn1c(=O)c(C(=O)NCc2ccccc2Cl)c(O)c2ccccc21
(47) O=C(N/N=C/c1ccccc1OC(F)F)NC1CCCCC1
(48) COc1ccc(OC)c(C2CC(=O)Nc3c2c(=O)[nH]c2ncnn32)c1 (stereo unspecified)

Assay by compound	43	44	45	46	47	48
BoNT-F LC inh	-11	1	-6	-21	-6	-4
GDH-TPI inh	38*	-4	-3	-6	3	1
MazF activator	9	-15	-5	-3	16	10
FBA Mtb inh	-3	1	-1	0	0	-2
Rv3671c inh	4	-5	-2	1	0	-8
PrPC surface inh	-1	-1	-2	10	-2	9
FadD28 FP inh	-1.8	-3.5	-2.4	1.9	-0.9	?
Mtb BioA inh	0.8	3.2	0.1	1.3	-0.7	nt
UGM FP inh	-0.2	-0.4	1.2	-0.7	1.4	-2.8

(49) CCN1C(=O)[C@H]2[C@H]3CN=C(SC)N3[C@@](Cc3ccccc3)(C(=O)OC)[C@H]2C1=O
(50) Cc1ccccc1OCC(=O)NCCNC(=O)c1cccnc1
(51) COc1ccc(C(O)P(=O)(OCCC(C)C)c2ccc(N(C)C)cc2)cc1OC (stereo unspecified)
(52) COc1ccc(CC(=O)Nc2c(C(=O)N3CCN(c4ccccc4)CC3)oc3ccccc23)cc1OC
(53) Cn1c(CC(=O)Nc2ccccc2)nnc1SCC(=O)NC1=NCCS1
(54) CCOC(=O)c1c(C)[nH]c(C(=O)N/N=C/c2cc([N+](=O)[O-])ccc2O)c1C

Assay by compound	49	50	51	52	53	54
BoNT-F LC inh	-14	32	?	-5	7	-8
GDH-TPI inh	4	-7	5	1	-5	5
MazF activator	6	2	6	7	0	3
FBA Mtb inh	6	-6	1	-2	3	-1
Rv3671c inh	nt	5	-2	0	4	7
PrPC surface inh	-1	-5	1	3	-5	-1
FadD28 FP inh	-0.5	-1.3	-0.7	-2.8	0.5	-1.3
Mtb BioA inh	-0.9	0.6	nt	-1.3	0.1	-1.4
UGM FP inh	nt	0.7	0.1	0.3	-2.1	0.3

(55) CC1=CC(=O)C=C(C)C1=NOC(=O)c1cccc([N+](=O)[O-])c1
(56) N#Cc1ccc(OCc2cccc(S(=O)(=O)N3CCOCC3)c2)cc1
(57) COc1cc2c(cc1OC)C(CNC(=O)C=Cc1ccccc1)C2 (stereo unspecified)
(58) Cc1cccc(N2CCN(C(=O)c3c(-c4ccccc4)noc3C)CC2)c1C
(59) COc1ccc(C)cc1NC(=O)/C=C/c1ccc(OC)c(S(=O)(=O)N2CCOCC2)c1

Assay by compound	55	56	57	58	59
BoNT-F LC inh	-5	-3	3	7	-3
GDH-TPI inh	14	-8	12	5	21
MazF activator	6	4	6	4	5
FBA Mtb inh	1	-1	12	1	-2
Rv3671c inh	-10	-5	nt	-2	-8
PrPC surface inh	-2	7	-4	7	6
FadD28 FP inh	-0.7	-2.5	0.1	0.0	nt
Mtb BioA inh	nt	-1.3	3.8	0.7	0.2
UGM FP inh	2.8	3.0	nt	-1.1	0.2

# Hits appear at their usual frequency; any-hit rate near 4.8%.
